Bioassay records from PubChem BioAssay.
CHRM5 antagonist = antagonists of human muscarinic M5 receptor (CHRM5); P08912; CHO-hM5 cells, Fluo-8 calcium fluorescence, ACh EC80; inhibition, % at 3 µM; 0.59% of 360,000 active; AID 624040;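 active = inhibition above a per-plate cutoff, the mean of that plate's test compounds plus 3 SD, cut at about 27% in these data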;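 also: 0% = acetylcholine EC80 with DMSO and 100% = DMSO without agonist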
M1 antag = antagonists of human M1 muscarinic receptor. inhibition, % at 3 µM. AID 588852. CHO-K1 hM1, Fluo-8 calcium fluorescence, ACh EC80 antagonist. 1.3% of 360,000 active. P11229;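 active = percent inhibition above its own plate's cutoff, namely the mean of that plate's compound wells plus 3 SD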;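 also: peak over basal fluorescence ratio during 140 s after agonist addition; 0% = ACh EC80 plus DMSO and 100% = DMSO alone without agonist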
CHRM4 antagonist = CHRM4 antagonism in calcium assay; 0.73% of 360,000 active; AID 624125; inhibition, % at 3 µM; P08173; CHO-hM4 cells, ACh EC80, Fluo-8 calcium fluorescence;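 active = inhibition above its plate's cutoff, the mean inhibition of sample wells plus 3 SD, cut at about 27% in these data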;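 also: 0% = acetylcholine EC80 with DMSO and 100% = DMSO without agonist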
Target sequence (P08173 whole entry, looked up): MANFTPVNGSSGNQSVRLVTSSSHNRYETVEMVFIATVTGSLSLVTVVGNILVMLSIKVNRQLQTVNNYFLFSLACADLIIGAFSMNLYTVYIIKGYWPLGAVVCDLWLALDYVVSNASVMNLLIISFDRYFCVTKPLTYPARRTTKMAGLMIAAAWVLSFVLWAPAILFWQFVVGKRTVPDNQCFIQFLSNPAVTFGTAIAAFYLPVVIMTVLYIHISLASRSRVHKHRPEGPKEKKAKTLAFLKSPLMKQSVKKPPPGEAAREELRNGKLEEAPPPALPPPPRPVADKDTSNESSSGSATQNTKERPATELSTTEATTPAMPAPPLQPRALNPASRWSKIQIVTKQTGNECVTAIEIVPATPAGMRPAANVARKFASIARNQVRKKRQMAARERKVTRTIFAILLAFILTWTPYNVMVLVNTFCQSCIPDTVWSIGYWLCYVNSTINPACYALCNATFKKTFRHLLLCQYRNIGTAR
M1 ag = human M1 muscarinic receptor agonism; P11229; CHO-K1 hM1, Fluo-8 calcium fluorescence, agonist mode; 0% DMSO, 100% acetylcholine EC100; activation, % at 3 µM; 0.33% of 360,000 active;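 active = activation above the run's mean compound activation plus 3 SD, cut at about 16% in these data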;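 also: peak over basal fluorescence ratio within a 140 s kinetic read after compound addition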
CHRM5 agonist = CHRM5 agonism in calcium assay; CHO-K1 hM5 cells, Fluo-8 calcium fluorescence; 0% DMSO wells, 100% maximal acetylcholine response; P08912; 0.19% of 360,000 active; activation, % at 3 µM; AID 624037;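 active = activation above the run's mean over test compounds plus 3 SD, cut at about 23% in these data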;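 also: signal is peak over basal fluorescence ratio across the kinetic read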
CHRM1 PAM = human CHRM1 positive allosteric modulation; P11229; AID 588819; 0.088% of 360,000 active; activation, % at 3 µM; CHO-K1 hM1, Fluo-8 calcium fluorescence, ACh EC20; 0% = ACh EC20, 100% = maximal ACh; in the data active = activation above about 19%, passing the limit was not always enough
TAAR1 agonist = agonists of human TAAR1 | AID 624467 | 0.99% of 360,000 active | Q96RJ0 | CHO RD-HGA16 TAAR1, Fluo-8 calcium fluorescence; vehicle wells 0%, saturating PEA agonist 100% | activation, % at 3 µM;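 active = activation above the mean activation of all test compounds in the run plus 3 SD, cut at about 38% in these data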
Target sequence (Q96RJ0 whole entry, looked up): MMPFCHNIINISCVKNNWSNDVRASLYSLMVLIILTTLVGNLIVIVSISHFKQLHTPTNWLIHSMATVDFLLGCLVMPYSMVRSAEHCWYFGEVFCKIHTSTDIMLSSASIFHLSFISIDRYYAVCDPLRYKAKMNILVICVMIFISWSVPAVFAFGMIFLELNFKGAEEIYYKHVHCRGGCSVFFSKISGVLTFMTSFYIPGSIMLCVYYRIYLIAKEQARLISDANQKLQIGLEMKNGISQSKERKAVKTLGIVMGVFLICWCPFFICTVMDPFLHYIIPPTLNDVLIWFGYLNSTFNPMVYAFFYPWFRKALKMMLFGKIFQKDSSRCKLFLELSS
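test system = CHO RD-HGA16 cells carrying human TAAR1 plus Gα16 | schedule = 17-24 h seeding, 75 min 37 °C dye, 30 min RT | compound dosing = 3 µM single concentration | control set = DMSO and PEA EC100 | replicates = n 1 | signal = Fluo-8 fluorescence, 5 s baseline then 140 s kinetic read | measure = percent activation vs PEA EC100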
M4 ag = agonists of human muscarinic M4 receptor (CHRM4); 0.14% of 360,000 active; activation, % at 3 µM; P08173; CHO-K1 hM4/Gqi5, Fluo-8 calcium fluorescence; vehicle 0%, full acetylcholine response 100%;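 active = activation above the run mean over all test wells plus 3 SD, cut at about 32% in these data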;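 also: peak over basal fluorescence ratio per well then scaled between controls; 0% = DMSO wells and 100% = acetylcholine at EC100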
M5 PAM = potentiates acetylcholine response at human M5 receptor | P08912 | CHO-K1 hM5, Fluo-8 calcium, ACh EC20 PAM; 0% = ACh EC20, 100% = ACh EC100 | activation, % at 3 µM | 0.3% of 360,000 active | AID 624038;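 active = activation above the run cutoff, the mean activation of all test compounds plus 3 SD, cut at about 18% in these data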
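System – CHO-K1 hM5 cells · Compound – 3 µM, single dose · Incubation – compound preincubation 140 s before EC20 acetylcholine addition · Technique – Fluo-8 calcium fluorescence · Measure – Max/basal fluorescence ratio as % of EC20–EC100 ACh window · Benchmarks – low control EC20 acetylcholine (0%), high control EC100 acetylcholine (100%) · Replication – singlicate, one well per test compound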
* hit, by the source's call; . = not tested or not shown; & = joins results of further samples.

SMILES | CHRM5 antagonist | M1 antag | CHRM4 antagonist | M1 ag | CHRM5 agonist | CHRM1 PAM | TAAR1 agonist | M4 ag | M5 PAM
C[C@H](CO)N1C[C@H](C)[C@@H](CN(C)Cc2ccccc2F)Oc2ncc(Br)cc2C1=O | 1 | -7 | -12 | -10 | -1 | 4 | 2 | 2 | -3
C/C(=N/Nc1nc(-c2ccccc2)cc(-c2ccc(F)cc2)n1)c1cccc(N)c1 | -1 | -1 | -9 | -7 | 0 | 7 | -2 | 3 | -1
O=C(Nc1ccccc1C(=O)NCCCN1CCOCC1)c1ccc(Cl)cc1 | -1 | -5 | -11 | 4 | -1 | 19 | 4 | 7 | 0
NC(=O)c1cccc(-c2cccc3nccn23)c1 | 4 | -4 | 1 | 0 | 0 | 0 | 2 | 2 | 0
CC12CN3CC(C)(CN(C1)C3c1ccccc1Cl)C2O (stereo unspecified) | -1 | -13 | -2 | -5 | -2 | 7 | 7 | 2 | 0
N#C/C(=C(/O)c1ccc([N+](=O)[O-])cc1)c1nc2ccccc2[nH]1 | -8 | -14 | -14 | -1 | 0 | 11 | 4 | 3 | 3
Fc1cccc(Cl)c1CSc1ncn[nH]1 | -10 | -6 | -13 | -2 | -4 | 7 | 0 | 0 | 4
COc1ccc(C(=O)Nc2c(N)nc(SCC(=O)c3ccccc3)[nH]c2=O)cc1 | 10 | -11 | 3 | -2 | -5 | 6 | 0 | 1 | -4
CN(C(=O)CSc1nc2ccccc2c(=O)n1-c1ccc(F)cc1)C1CCS(=O)(=O)C1 (stereo unspecified) | 2 | -6 | -2 | -1 | 0 | 4 | -1 | 2 | 3
COC(=O)NNC(=O)c1ccc(C)cc1 | 7 | -11 | -1 | -3 | 0 | 8 | 5 | 1 | -5
COc1ccc(CNC(=O)CN(c2ccccc2)S(=O)(=O)N(C)C)cc1 | 8 | -6 | 6 | -9 | -4 | 3 | 0 | 2 | -2
CCC(C)(C)c1ccc(OCCCC[n+]2cccc(C)c2C)c(C(C)(C)CC)c1 | 47* | 73* | 62* | -8 | -19 | -24 | 21 | 9 | -27
COc1ccc(OC)c(NC(=O)C(C)SCc2nc3sc(C)c(C)c3c(=O)[nH]2)c1 (stereo unspecified) | 2 | -4 | -6 | -8 | 4 | 11 | 6 | 0 | 13
Cc1cc(/C=C(\C#N)C(=O)NCc2ccccc2)cc(C)c1O | 15 | -2 | -12 | 0 | 0 | 2 | 1 | 5 | -5
COc1cccc(NC(=O)c2cccnc2)c1 | -2 | -7 | 2 | -1 | 0 | 1 | 2 | 1 | 1
COC(=O)c1ccc(/C=C/c2ccc3cccc(OC)c3n2)cc1 | 4 | -11 | -2 | -5 | -2 | 1 | 2 | 3 | -5
O=C(COc1ccc(Cl)cc1)N1CCN(Cc2ccc3c(c2)OCO3)CC1 | 2&3 | -19&9 | -8&6 | 0&-4 | 2&0 | -5&-4 | 0&0 | 17&8 | -9&-4
O=c1ccn([C@@H]2O[C@H](CNCc3cccc4c3sc3ccccc34)[C@@H](O)[C@H]2O)c(=O)[nH]1 | 10 | -34 | 1 | -3 | 2 | 5 | 1 | 1 | 0
COc1ccc(C(=O)NC2CCCc3ccccc32)cc1S(=O)(=O)N1CCOCC1 (stereo unspecified) | 9 | 10 | -1 | -2 | 0 | 2 | 6 | 10 | 4
CC(Nc1ccccc1)C(=O)Nc1ccc(F)cc1 (stereo unspecified) | 4 | -2 | -1 | 2 | -3 | -1 | 6 | 0 | -4
O=C(/C=C/c1ccco1)NC(=S)Nc1ccc(N2CCOCC2)c(Cl)c1 | 1 | -39 | -9 | -3 | -2 | -3 | 22 | 1 | -6
O=C(COC(=O)/C=C/c1ccccc1)Nc1ccc(Cl)cn1 | -2 | -16 | -2 | -2 | 1 | 11 | 5 | 1 | 1
C#CCOCCOCCOCCNc1nc(N2CCN(C(=O)C([C@@H](C)O)n3cc([C@@H](N)CCCCN)nn3)CC2)nc(N2CCN(C(=O)[C@H](CO)n3cc([C@@H](N)C(C)C)nn3)CC2)n1 (stereo partly specified) | 7 | -16 | -5 | -7 | 2 | 8 | 10 | 2 | 6
c1ccc(OCCOCCN2CCOCC2)cc1 | 8 | -16 | 0 | -8 | -1 | 8 | 0 | 1 | -2
COc1ccccc1CNC(=O)CCn1c(=O)sc2ccccc21 | 5 | 7 | -2 | -9 | -3 | -4 | -3 | 3 | -4
Continued:
SMILES | CHRM5 antagonist | M1 antag | CHRM4 antagonist | M1 ag | CHRM5 agonist | CHRM1 PAM | TAAR1 agonist | M4 ag | M5 PAM
CC1(C)C([N+](=O)[O-])C(c2ccc(Cl)cc2)NC(c2ccc(Cl)cc2)C1[N+](=O)[O-] (stereo unspecified) | 2 | -6 | -9 | -10 | -2 | 3 | 4 | 0 | 0
Cc1cc(C(F)F)n2ncc(C(=O)NCc3ccccc3)c2n1 | 3 | -1 | 8 | -6 | -2 | 1 | -1 | 0 | 1
Cc1ccc(C)c(OCC(=O)Nc2c[nH]c(=O)[nH]c2=O)c1 | -6 | -1 | -9 | -4 | 1 | 0 | 0 | 1 | -1
COc1ccc2c(c1)c(=O)oc1cc(OCC(=O)N3CCCC(C)C3)ccc12 (stereo unspecified) | -2 | -20 | -11 | 0 | 5 | -8 | 19 | 11 | -13
CCc1cc(C(=O)Nc2cc(S(=O)(=O)N3CCOCC3)ccc2N2CCN(CC)CC2)sc1C | -1 | -2 | 5 | -4 | 1 | 2 | 2 | 2 | 3
C=CCn1c(C(CC(C)C)CC(C)O)n[nH]c1=S (stereo unspecified) | 4 | -4 | 6 | -8 | -2 | 13 | 3 | 0 | 1
Nc1nnc(CC(=O)N/N=C/c2ccc(-c3cccc(C(=O)O)c3)o2)s1 | 3 | -28 | 5 | -2 | 0 | 11 | 6 | 0 | 4
CSc1c(CC(=O)Nc2ccccc2Cl)n(Cc2ccccc2)c2ccccc12 | -3 | 0 | -2 | -3 | -4 | -4 | 2 | 0 | -1
O=C(CCn1c(=O)c2ccccc2n(Cc2cc(=O)n3ccccc3n2)c1=O)NCc1ccco1 | -3 | -4 | 1 | -5 | 1 | 0 | 0 | 1 | -2
N=C(N)SCc1cn(-c2ccccc2)nc1-c1ccc(Br)cc1 | 14 | -6 | 16 | -3 | 15 | 8 | 79* | 22 | 7
CC(C)[C@@H]1Cc2[nH][nH]c(=O)c2[C@H](C)O1 | 5 | . | 0 | . | 2 | . | 0 | 0 | -2
CC(C)C(C(=O)NC(C)(C)C)N1C(=O)c2ccccc2C1=O (stereo unspecified) | 5 | -11 | 9 | -1 | -8 | 10 | 11 | 1 | -1
Cc1cccc(N2CCN(C(C)C(=O)N3CCc4ccccc43)CC2)c1C (stereo unspecified) | 6 | -13 | -1 | -4 | -2 | 10 | -1 | -2 | 3
C=C1C[C@H]2[C@@H]3C=C(C)C4=CC(=O)CC[C@]4(C)[C@H]3CC[C@]2(C)[C@@]1(OC(C)=O)C(C)=O | 7 | -27 | -6 | 0 | -1 | 15 | -3 | 0 | -6
CCOC(=O)c1cccc(NC(=O)CSc2nnc(-c3cccnc3)n2CC)c1 | 4 | -10 | -4 | 0 | -6 | 9 | -1 | -1 | 10
Clc1ccccc1COc1ccc(/C=N/n2cnnc2)cc1 | 4 | 6 | 0 | -4 | -2 | 0 | 11 | -1 | -5
COc1ccc(CCNC(=O)c2cc3c(=O)n4cccc(C)c4nc3s2)cc1OC | 11 | -4 | -2 | -3 | -3 | -3 | -1 | 0 | -1
CC(=O)N=c1sc2nc3ccccc3nc2n1N(C(C)=O)C(C)=O | 2 | -4 | -6 | -2 | -8 | 3 | 5 | 0 | -12
CC(C)CCNC(=O)c1onc(CSc2nc3ccccc3[nH]2)c1C(=O)NCCC(C)C | -3 | -6 | -14 | -1 | 3 | 0 | 4 | -1 | 5
O=C(Nc1cccc(-c2cn3cccnc3n2)c1)c1ccc(Br)o1 | 2 | -6 | 5 | -3 | 4 | 1 | 5 | 9 | -4
COc1ccc(OCCNC2CCCC2)cc1 | -3 | -5 | 0 | -8 | -4 | 10 | 10 | 1 | 2
CCNC(=S)N1N=C2c3ccccc3CCC2C1c1ccc(F)cc1 (stereo unspecified) | 6 | -5 | -2 | -4 | -2 | 4 | 7 | -2 | -1
CCCCN(C=O)c1c(CC)nc2ccc(C(=O)NCc3ccc4c(c3)OCO4)cn12 | 16 | -2 | -9 | -4 | 3 | -5 | 0 | 7 | -6
Cc1ccc2c(CN3CCN(Cc4ccc5c(c4)OCO5)CC3)cc(=O)oc2c1C | 3 | -6 | 25 | -9 | -1 | 2 | -1 | 0 | -5
O=S(=O)(c1ccc(SCCOc2ccc(Cl)cc2)nc1)N1CCCC1 | 11 | 6 | 9 | -3 | 5 | -2 | 0 | 0 | -13
(further entries)
SMILES | CHRM5 antagonist | M1 antag | CHRM4 antagonist | M1 ag | CHRM5 agonist | CHRM1 PAM | TAAR1 agonist | M4 ag | M5 PAM
C=CCn1c(Sc2ncc([N+](=O)[O-])s2)n[nH]c1=O | 19 | -5 | 6 | -2 | -2 | 10 | 5 | 4 | -2
Cc1[nH]nc2c(=S)[nH]c(=O)[nH]c12 | 0 | -12 | -1 | -1 | 1 | 1 | 1 | 0 | -2
CCOC(=O)N1CCN(S(=O)(=O)c2ccc3c(c2)oc(=O)n3C)CC1 | 4 | -3 | 4 | -4 | 0 | 5 | 10 | -1 | -4
O=C(c1ccccc1)N1CCN(C(=O)c2ccc3c(c2)OCCO3)CC1 | 7 | -12 | 7 | -8 | 3 | 5 | -1 | 0 | 5
C[C@H](CO)N1C[C@H](C)[C@H](CN(C)Cc2ccccc2)Oc2c(NC(=O)Nc3ccc(F)cc3)cccc2C1=O | 7 | -5 | 7 | -8 | -6 | 1 | 2 | 6 | -4
S=c1[nH]nc(Nc2ccccc2Cl)s1 | 9 | -5 | -1 | -1 | -1 | 7 | 4 | 2 | -2
CCOC(=O)N1CCN(CC(=O)Nc2cc(OC)c(OC)cc2C#N)CC1 | -1 | -9 | -5 | -3 | 5 | 6 | 5 | 2 | 5
CCNc1nc(NCC)nc(N/N=C/c2ccc(O)c(OC)c2)n1 | -6 | 0 | 10 | 0 | 2 | -9 | 3 | 3 | 12
Cc1nc(-c2ccc(F)cc2)c(CC(=O)N(C)CC(=O)Nc2ccccc2Br)s1 | 0 | -9 | -9 | -2 | 0 | 18 | -1 | 1 | 2
Cc1cc(C)n2nc(SCC(=O)NC3CCCC(C)C3C)nc2n1 (stereo unspecified) | 7 | -2 | 3 | 9 | -1 | 24 | 1 | 2 | 8

Whole records, looked up by structure:
Record of C=CCn1c(Sc2ncc([N+](=O)[O-])s2)n[nH]c1=O : CHRM5 antagonist: 19; M1 antag: -5; CHRM4 antagonist: 6; M1 ag: -2; CHRM5 agonist: -2; CHRM1 PAM: 10; TAAR1 agonist: 5; M4 ag: 4; M5 PAM: -2
Record of S=c1[nH]nc(Nc2ccccc2Cl)s1 : CHRM5 antagonist: 9; M1 antag: -5; CHRM4 antagonist: -1; M1 ag: -1; CHRM5 agonist: -1; CHRM1 PAM: 7; TAAR1 agonist: 4; M4 ag: 2; M5 PAM: -2

Only part of the results is shown (hit frequency here may not be typical).
